NALP1 inh: NALP1 inflammasome inhibitors in reconstituted yeast, colorimetric, S. cerevisiae, triplicate retest. S. cerevisiae NALP1/ASC/caspase-1 growth, X-gal OD620, 72 h. 280,000 tested, 0.61% active. inhibition, % at 10 µM. AID 2071, 2009; in the data active = inhibition mostly above about 24%, no sharp cut-off; inactive = mostly below about 32%; note: some compounds called inactive have numbers as strong as hits
M18AAP inhibitor: PfM18AAP inhibitors, malaria aminopeptidase, primary screen, biochemical, QFRET, recombinant enzyme; M18 aspartyl aminopeptidase (Plasmodium falciparum 3D7); H-Glu-NHMec fluorogenic cleavage; inhibition, % at 7.35 µM; 290,000 tested, 1.2% active; AID 1822, 2009;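 active = inhibition above the campaign mean inhibition over all tested compounds plus 3 SD, cut at about 28% in these data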;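 note: 0% = plate median of test compound wells and 100% = 2 mM ZnCl2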
SUMO HTRF inh: inhibitors of in vitro SUMOylation cascade, primary screen, biochemical, HTRF, uHTS. HTRF SUMOylation assay, SAE1/SAE2 + UBC9. AID 2006, 2009. 290,000 tested, 0.36% active. inhibition, % at 35 µM; in the data active = inhibition above about 50%, passing the limit was not always enough; note: strong numbers were not always called active
Target sequence (P63279 whole entry, looked up): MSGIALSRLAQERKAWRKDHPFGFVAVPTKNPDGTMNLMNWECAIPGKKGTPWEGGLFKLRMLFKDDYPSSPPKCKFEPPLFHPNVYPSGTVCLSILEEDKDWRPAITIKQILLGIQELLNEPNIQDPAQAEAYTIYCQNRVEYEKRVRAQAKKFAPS
IDE cell inh: human IDE inhibitors in live cells, primary screen, fluorescence polarization, HEK cells, FAbetaB substrate. inhibition, % at 5.59 µM. 320,000 tested, 0.41% active. AID 434962, 2010. FAbetaB cleavage;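 active = percent inhibition above the average of all tested compounds plus 3 SD, set per screening campaign, cut at about 16% in these data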;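 note: IDE supplied by intact live HEK cells; FP after avidin binding of uncleaved biotin substrate so inhibition keeps polarization high; 0% = DMSO wells and 100% = 60 µM reference IDE inhibitor Ii1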
IDE act: human IDE activators in live cells, primary screen, fluorescence polarization, HEK cells, FAbeta-B substrate; FAbeta-B cleavage; 0% vehicle, 100% cell-free pure enzyme wells; activation, % at 5.96 µM; 340,000 tested, 0.073% active; Insulin-degrading enzyme (Homo sapiens), P14735; AID 493087, 2011;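 active = activation above the mean of all tested compounds plus 3 SD, set per screening campaign, cut at about 17% in these data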
MEKK3 PB1 HTS: modulators of MEKK3-MEK5 PB1 binding, primary screen, biochemical, wildtype MEKK3, multiplex bead flow cytometry, Alexa488-MEK5. Mitogen-activated protein kinase kinase kinase 3 (Homo sapiens), Q99759. bead-based flow cytometry, Alexa488-MEK5 binding to MEKK3; actives lie on both sides; 0 = blocked by unlabeled MEK5, 100 = vehicle. binding response (% of control), % at 10 µM. 290,000 tested, 1.4% active;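 active = binding response more than 3 SD above or below the average of its plate-row segment, actives on both sides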;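 note: Alexa488 bead fluorescence after subtracting the streptavidin-only scavenger bead signal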
Target sequence (Q99759 whole entry, looked up): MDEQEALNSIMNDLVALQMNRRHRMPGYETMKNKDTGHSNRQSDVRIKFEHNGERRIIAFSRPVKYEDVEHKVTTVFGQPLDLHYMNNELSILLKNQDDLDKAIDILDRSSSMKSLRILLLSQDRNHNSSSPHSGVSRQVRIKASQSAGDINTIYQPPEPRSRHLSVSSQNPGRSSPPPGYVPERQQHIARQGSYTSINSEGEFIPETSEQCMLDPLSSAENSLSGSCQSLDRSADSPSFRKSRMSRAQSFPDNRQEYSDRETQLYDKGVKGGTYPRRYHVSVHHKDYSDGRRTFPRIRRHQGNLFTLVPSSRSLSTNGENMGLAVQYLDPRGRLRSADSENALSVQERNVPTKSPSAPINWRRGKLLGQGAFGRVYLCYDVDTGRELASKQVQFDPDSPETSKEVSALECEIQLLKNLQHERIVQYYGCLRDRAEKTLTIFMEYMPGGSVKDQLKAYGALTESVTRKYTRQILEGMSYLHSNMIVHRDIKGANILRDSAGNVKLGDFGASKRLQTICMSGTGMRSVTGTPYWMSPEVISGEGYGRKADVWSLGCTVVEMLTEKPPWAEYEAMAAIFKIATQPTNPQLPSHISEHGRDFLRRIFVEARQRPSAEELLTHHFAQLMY
MEKK2wt PB1 HTS: modulators of MEK5 binding to wildtype MEKK2, primary screen, biochemical, multiplex bead flow cytometry, Alexa488-MEK5. Alexa488-MEK5 binding to MEKK2 WT; actives lie on both sides. AID 1531, 2009. Mitogen-activated protein kinase kinase kinase 2 (Homo sapiens), Q9Y2U5. binding response (% of control), % at 10 µM. 290,000 tested, 1.1% active; in the data active = binding response below about 67% or above about 130%
pCIP destab: p/CIP-EGFP fusion destabilizers, primary screen, fluorescence, F442A cells | Q05BA5 | decrease of EGFP signal, % at 10 µM | 290,000 tested, 0.01% active | AID 1984, 2009 | 16 h;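 active = EGFP signal decrease of at least 30% at 10 µM or well 3 SD below plate mean, unless failing retest; inactive = the rest, including hits failing retest or dose response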; note: some compounds called inactive have numbers as strong as hits; many of its hits are not listed in these tables
MEKK2mut PB1 HTS: MEK5 binding signal on mutant MEKK2 PB1, primary screen, biochemical, multiplex bead flow cytometry, Alexa488-MEK5. 290,000 tested, 0.35% active. percent response, % at 10 µM. Alexa488-MEK5 binding to MEKK2 mutant; in the data active = percent response above about 24%, passing the limit was not always enough; note: inactives centre near 1; some results filed as inactive read as strong as hits; reference of the scale not given here
* hit, by the source's call; . = no result given.

No.	SMILES	NALP1 inh	M18AAP inhibitor	SUMO HTRF inh	IDE cell inh	IDE act
1	Fc1ccc(OCc2nc(-c3ccc(Br)o3)no2)c(F)c1	-8	-3	-8	-2	6
2	COc1ccc(Cc2nnc(NC(=O)c3c(-c4ccccc4)noc3C)s2)cc1OC	30	5	0	-1	-1
3	COc1cc(-n2c(-c3ccccc3)n[nH]c2=S)c(OC)cc1Cl	-1	14	22	-6	-4
4	CCOC(=O)C1CCN(C(=O)CCS(=O)(=O)c2ccc3c(c2)n(C)c(=O)c(=O)n3C)CC1	10	-2	10	-2	5
5	CC1CN(c2ccccc2)CCN1C(=O)c1cc(COc2c(F)cccc2F)on1 (stereo not given)	8	-1	-2	1	0
6	CCOC(=O)c1ccc(NC(=O)COc2ccc(S(=O)(=O)NC(C)C)cc2)cc1	-5	1	30	0	1
7	O=C1/C(=C/c2ccc3c(c2)OCO3)CCC/C1=C\c1ccc2c(c1)OCO2	21	12	-1	-1	2
8	O=C(NCCNC(=O)c1ccccn1)c1ccc(-c2ccccc2)cc1	18	1	3	5	-2
9	Cc1ccsc1/C=N/NC(=O)C1C(=O)NCC1c1ccccc1 (stereo not given)	4	2	4	10	.
10	Cn1c(SCc2ccccc2Cl)nc(C(F)(F)F)cc1=O	0	-4	20	-5	5
11	Cc1cccc(C(C(=O)NCc2ccc(F)cc2)N(C(=O)c2csnn2)C2CC2)c1 (stereo not given)	8	7	2	2	4
12	O=C(c1ccccc1)N(Cc1nc2ccccc2c(=O)[nH]1)C1CCCCC1	-2	0	0	2	4

No.	MEKK3 PB1 HTS	MEKK2wt PB1 HTS	pCIP destab	MEKK2mut PB1 HTS
1	110	112	-14	7
2	.	.	6	.
3	98	92	-4	-8
4	100	95	-2	-1
5	94	91	-5	-3
6	95	98	-8	-1
7	102	105	-7	0
8	107	106	-10	12
9	97	95	-6	-3
10	99	100	1	-2
11	99	98	-15	3
12	92	84	-14	-11

Single records (already shown):
Cc1ccsc1/C=N/NC(=O)C1C(=O)NCC1c1ccccc1 (stereo not given) across the screens: NALP1 inh: 4; M18AAP inhibitor: 2; SUMO HTRF inh: 4; IDE cell inh: 10; IDE act: .; MEKK3 PB1 HTS: 97; MEKK2wt PB1 HTS: 95; pCIP destab: -6; MEKK2mut PB1 HTS: -3
CCOC(=O)c1ccc(NC(=O)COc2ccc(S(=O)(=O)NC(C)C)cc2)cc1 across the screens: NALP1 inh: -5; M18AAP inhibitor: 1; SUMO HTRF inh: 30; IDE cell inh: 0; IDE act: 1; MEKK3 PB1 HTS: 95; MEKK2wt PB1 HTS: 98; pCIP destab: -8; MEKK2mut PB1 HTS: -1

Results in pCIP destab, MEKK2mut PB1 HTS and MEKK2wt PB1 HTS, for 2 of the compounds above:
| cpd | Compound | pCIP destab | MEKK2mut PB1 HTS | MEKK2wt PB1 HTS |
| --- | --- | --- | --- | --- |
| 4 | CCOC(=O)C1CCN(C(=O)CCS(=O)(=O)c2ccc3c(c2)n(C)c(=O)c(=O)n3C)CC1 | -2 | -1 | 95 |
| 5 | CC1CN(c2ccccc2)CCN1C(=O)c1cc(COc2c(F)cccc2F)on1 (stereo not given) | -5 | -3 | 91 |

(list continues)
No.	SMILES	NALP1 inh	M18AAP inhibitor	SUMO HTRF inh	IDE cell inh	IDE act
13	Cc1c(Br)cc(C(=O)N2CCCCCC2)c(C)c1C	5	-8	12	1	2
14	CCOc1ccc(S(=O)(=O)n2cc(-c3ccccc3)c(N)n2)cc1	-22	-2	-14	4	-5
15	C=CCNC(=O)/C(=C\c1ccc(Br)cc1)NC(=O)c1ccccc1OC	8	1	10	5	3
16	CCCOc1ccc(N2C(=O)CC(N3CCC(c4nncn4CC)CC3)C2=O)cc1 (stereo not given)	9	-4	1	2	-1
17	CCCc1cc(=O)[nH]c(SCC(=O)N2CCC(C(=O)OCC)CC2)n1	-12	0	-11	0	0
18	CSC1=C(C#N)C(c2ccccc2Cl)C(C(=O)c2cccs2)C(O)(C(F)(F)F)N1 (stereo not given)	28	1	-5	1	6
19	COc1cccc(/C=N/NC(=O)CNC(=O)c2cccnc2)c1O	-6	11	10	0	0
20	NS(=O)(=O)c1ccc(CCNC(=O)c2nc(CS(=O)(=O)c3ccc(Cl)cc3)no2)cc1	6	-5	5	5	-6
21	Cc1cc2nnc(SCC(=O)N3CCCCC3)n2c(N)n1	3	-3	21	-3	4
22	COc1ccccc1NC(=O)C(=O)N/N=C(\C)CC(=O)Nc1ccccc1C(F)(F)F	19	12	12	-5	-6
23	CC(=O)NCCOc1nc(N2CCCCC2)nc(N2CCCCC2)n1	11	1	7	-5	9
24	COc1ccc(OCC(=O)NNC(=O)c2ccccn2)cc1	-6	4	-21	8	5

No.	MEKK3 PB1 HTS	MEKK2wt PB1 HTS	pCIP destab	MEKK2mut PB1 HTS
13	.	.	-24	.
14	96	96	-9	-4
15	113	109	7	6
16	102	104	-1	4
17	101	101	-9	4
18	102	100	-16	-2
19	103	101	-2	4
20	103	103	4	4
21	88	82	-10	-14
22	101	100	-7	2
23	93	89	-6	-7
24	.	.	-3	.

Additional entries follow:
No.	SMILES	NALP1 inh	M18AAP inhibitor	SUMO HTRF inh	IDE cell inh	IDE act
25	CCn1ccc(C(=O)NC2=NCCS2)n1	34	1	6	-7	-1
26	C/C=C(\C)CN1CCC(Oc2cccc(C(=O)NCc3ccccn3)c2)CC1	8	-1	3	0	4
27	Cc1ccc(C2C3=C(CC(C)(C)CC3=O)Nc3n[nH]c(C)c32)cc1 (stereo not given)	16	-4	2	1	3
28	CCOc1ncccc1C(=O)OCC(=O)c1cc(OC)c(OC)c(OC)c1	.	2	20	2	-8
29	O=C(/C=C/c1ccccc1F)c1cccc([N+](=O)[O-])c1	16	34*	-2	5	-10
30	Cc1ccc(S(=O)(=O)N2CCOC2CNC(=O)C(=O)NCc2cccnc2)cc1 (stereo not given)	29	-2	6	-1	6
31	COc1ccc(OC)c(NC(=O)C(=O)NNC(=O)c2cccs2)c1	8	1	5	3	0
32	C#CCNC(=O)C1=C[C@H](c2coc3ccccc3c2=O)C[C@H](OCCCCO)O1	-6	-4	19	1	-1
33	Cc1cccc(OCC(=O)Nc2ccc(S(=O)(=O)Nc3cc(C)nc(C)n3)cc2)c1	14	0	10	1	1
34	COC(=O)[C@@H]1[C@@H](C)N(Cc2ccccc2)C(=O)N[C@H]1c1ccccc1	.	.	.	1	5
35	Cc1cc(C)n2nc(C(=O)OCCOc3ccc(Br)cc3)nc2n1	-1	-1	10	1	0
36	CCC(C)[C@H](NC(=O)N1CCN(C)CC1)C(=O)OC (stereo not given in full)	30	-1	-2	3	3

No.	MEKK3 PB1 HTS	MEKK2wt PB1 HTS	pCIP destab	MEKK2mut PB1 HTS
25	101	106	-3	1
26	97	99	2	5
27	101	100	-9	3
28	100	104	0	0
29	96	100	-9	-1
30	111	109	0	13
31	98	113	-8	13
32	107	108	-7	8
33	94	98	6	-2
34	105	102	.	0
35	.	.	-1	.
36	111	104	-2	0

Next results follow.
No.	SMILES	NALP1 inh	M18AAP inhibitor	SUMO HTRF inh	IDE cell inh	IDE act
37	CC(C)CCN1CC(O)=C(c2nc3ccccc3[nH]2)C1=N	-4	5	-27	-2	4
38	Nc1c(/C=C2/C=CC(=O)C(O)=C2)c(=O)nc2sc(CC(=O)N3CCCC3)nn12	-16	63*	6	3	-12
39	CCOc1ccc(NC(=O)CC(C)S(=O)(=O)c2ccc3c(c2)NC(=O)CO3)cc1 (stereo not given)	22	-2	5	3	7
40	CCn1c(SCC(=O)N/N=C/c2cc(OC)c(O)c(OC)c2)nc2ccccc21	2	19	4	5	6
41	COCc1[nH]nc2c1C(c1ccc(F)cc1F)C(C#N)=C(N)O2 (stereo not given)	-29	.	8	5	3
42	O=C(Cn1ccnc1)c1ccc(Cl)cc1	12	0	10	4	0
43	COc1ccccc1NCC(=O)N/N=C/c1c(O)ccc2ccccc12	-16	2	7	6	2
44	COCCNC(=S)N/N=C(\C)c1cccc(OC)c1	-3	-11	12	-2	-1
45	O=C(O)CSc1nnc(-c2cccc(S(=O)(=O)N3CCOCC3)c2)n1-c1cccc(Cl)c1	.	0	-24	-4	6
46	COc1cc(OC)c(C(=O)NCc2cccnc2)cc1OC	1	-10	9	2	-4
47	CC(/C=N\NC(=O)CN1CCN(S(=O)(=O)c2ccc(C)cc2)CC1)=C\c1ccccc1	31	-3	-27	10	-13
48	CC(C)OC(=O)C(C(=O)C(F)(F)F)c1cc(NS(=O)(=O)c2ccc3ccccc3c2)c2ccccc2c1O (stereo not given)	23	5	71*	12	0

No.	MEKK3 PB1 HTS	MEKK2wt PB1 HTS	pCIP destab	MEKK2mut PB1 HTS
37	106	107	8	13
38	100	100	-82	0
39	99	101	1	-4
40	100	99	-4	-2
41	115	110	-6	-2
42	107	106	-6	9
43	103	99	4	0
44	98	95	3	-3
45	102	104	8	8
46	99	97	2	1
47	132*	107	-4	0
48	98	101	-3	3

(list continues)
No.	SMILES	NALP1 inh	M18AAP inhibitor	SUMO HTRF inh	IDE cell inh	IDE act
49	Cn1c(NC(=O)c2ccccc2Br)cc(=O)n(C)c1=O	.	12	3	0	6
50	COc1cc2c(cc1NC(=S)NC(=O)c1c(OC)cccc1OC)oc1ccccc12	26	-3	-2	0	2
51	Cc1ccc(-c2nc3ccccn3c2NC(=O)c2ccco2)cc1	2	0	4	0	4
52	CN(C)/C=C/c1c([N+](=O)[O-])c2ccc(O)cc2n1-c1ccccc1	16	11	13	-1	2
53	CCCCCOc1ccccc1C(=O)NCCCCCC(=O)O	1	-8	20	-2	8
54	CCOC(=O)C1CCN(C(=O)Cn2nc(C)n3nc(-c4ccc(CC)cc4)cc3c2=O)CC1	16	-6	1	7	-8
55	Cc1nc2c3cnn(-c4ccc(C)c(C)c4)c3ncn2n1	-19	0	-9	6	5
56	COC(=O)c1ccc(NC(=O)CN2CCN(c3cccc(Cl)c3)CC2)cc1	-4	-1	13	2	2
57	O=C(N/N=C/c1c[nH]c2ccccc12)c1ccc2c(c1)OCCO2	-6	7	12	8	4
58	O=C(Nc1ccc(N2CCOCC2)c(C(=O)O)c1)c1ccco1	10	9	19	.	.
59	COCCc1ncc(CN2CCCCC2C(=O)Nc2ccc(Oc3ccccc3)nc2)cn1 (stereo not given)	14	-8	3	-5	4
60	O=C(NCCCCCCNC(=O)c1cccs1)c1cccs1	1	0	1	-2	2

No.	MEKK3 PB1 HTS	MEKK2wt PB1 HTS	pCIP destab	MEKK2mut PB1 HTS
49	101	104	5	0
50	129*	102	4	0
51	104	106	2	2
52	63	65	-1	-44
53	98	93	8	1
54	101	97	9	-1
55	95	99	-8	-2
56	101	95	-17	3
57	94	96	8	-5
58	98	99	1	0
59	95	102	-20	5
60	109	102	-11	-5

Bioassay records from PubChem BioAssay.

Only part of the results is shown; rates above refer to the full screens.
